Compound activity (PubChem BioAssay)
Bim-Bcl-B: inhibitors of Bim-Bcl-B binding, primary screen, biochemical, multiplexed, human Bcl-2 family; bead-based flow cytometry, Bim peptide-Bcl-B binding; actives 0.073% (n = 190,000); inhibition, % at 10 µM; Bcl-2-like protein 10 (Homo sapiens), Q9HD36;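 also: 0% = tracer peptide without compound and 100% = reference inhibitor peptide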
Target sequence (Q9HD36 whole entry, looked up): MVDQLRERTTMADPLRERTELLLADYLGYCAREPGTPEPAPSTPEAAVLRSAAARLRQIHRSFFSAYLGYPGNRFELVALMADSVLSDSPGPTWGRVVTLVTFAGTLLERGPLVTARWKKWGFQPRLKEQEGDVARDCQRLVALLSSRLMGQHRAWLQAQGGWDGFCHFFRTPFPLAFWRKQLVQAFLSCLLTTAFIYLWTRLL
Bfl-1 Bim block: inhibitors of Bim binding to Bfl-1, primary screen, biochemical, multiplexed, bead-based flow cytometry | inhibition, % at 10 µM | Bcl-2-related protein A1 (Homo sapiens), Q16548 | AID 1008, 2008 | actives 0.12% (n = 190,000) | Bim-Bfl-1 binding inhibition;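 also: 0% = wells without compound plus tracer and 100% = blocker peptide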
RGS4-Gao reg: modulators of RGS4 binding to Galphao, primary screen, biochemical, multiplexed bead flow cytometry; Guanine nucleotide-binding protein G(o) subunit alpha (Homo sapiens), P09471; actives lie on both sides; binding response (% of control), % at 10 µM; actives 0.33% (n = 220,000); in the data active = binding response below about 49% or above about 150%; inactive = in between;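 also: fluorescent Galphao activated with aluminum fluoride binding bead-coupled RGS4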
Bcl-2 Bim block: inhibitors of Bim-Bcl-2 binding, primary screen, biochemical, multiplexed, human Bcl-2 family. Apoptosis regulator Bcl-2 (Homo sapiens), P10415. Bead-based flow cytometry, Bim peptide-Bcl-2 binding. inhibition, % at 10 µM. actives 0.06% (n = 190,000); in the data active = inhibition above about 40%; inconclusive = no clear call, values can overlap the other calls;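 also: 0% = no compound wells with probe peptide and 100% = reference peptide inhibitor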
Target sequence (P10415 whole entry, looked up): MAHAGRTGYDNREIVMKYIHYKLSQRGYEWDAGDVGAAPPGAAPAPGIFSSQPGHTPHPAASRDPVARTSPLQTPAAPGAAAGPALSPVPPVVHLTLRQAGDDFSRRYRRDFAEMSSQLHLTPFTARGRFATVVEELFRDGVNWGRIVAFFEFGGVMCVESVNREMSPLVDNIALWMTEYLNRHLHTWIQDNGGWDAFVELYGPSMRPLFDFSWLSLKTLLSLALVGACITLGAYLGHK
Bim-Bcl-W: inhibitors of Bim binding to Bcl-W, primary screen, biochemical, multiplexed, bead-based flow cytometry; Bcl-2-like protein 2 (Homo sapiens), Q92843; Bim peptide-Bcl-W binding; inhibition, % at 10 µM; actives 0.02% (n = 190,000); AID 952, 2007;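 also: 0% = bound tracer without compound and 100% = peptide blocker; higher means less fluorescent Bim peptide bound to Bcl-W beads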
Target sequence (Q92843 whole entry, looked up): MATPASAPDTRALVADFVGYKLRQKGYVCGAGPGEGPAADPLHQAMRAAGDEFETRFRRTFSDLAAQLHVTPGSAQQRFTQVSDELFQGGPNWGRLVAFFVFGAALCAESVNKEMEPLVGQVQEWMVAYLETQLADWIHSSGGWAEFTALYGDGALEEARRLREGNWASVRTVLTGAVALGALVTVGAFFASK
RGS7-Gao reg: RGS7-Galphao binding modulators, primary screen, biochemical, multiplexed bead flow cytometry; actives lie on both sides; Guanine nucleotide-binding protein G(o) subunit alpha (Homo sapiens), P09471; actives 0.35% (n = 220,000); binding response (% of control), % at 10 µM; AID 1439, 2008; in the data active = binding response below about 49% or above about 150%; inconclusive = no clear call, values can overlap the other calls; inactive = in between;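 also: fluorescent Galphao held in activated GDP-AlF4 state binding bead-coupled RGS7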
Bim-Bcl-XL: inhibitors of Bim-Bcl-XL binding, primary screen, biochemical, multiplexed, bead flow cytometry, human Bcl-XL. Bim peptide-Bcl-XL binding, fluorescence. inhibition, % at 10 µM. Bcl-2-like protein 1 (Homo sapiens), Q07817. actives 0.04% (n = 190,000)
Target sequence (Q07817 whole entry, looked up): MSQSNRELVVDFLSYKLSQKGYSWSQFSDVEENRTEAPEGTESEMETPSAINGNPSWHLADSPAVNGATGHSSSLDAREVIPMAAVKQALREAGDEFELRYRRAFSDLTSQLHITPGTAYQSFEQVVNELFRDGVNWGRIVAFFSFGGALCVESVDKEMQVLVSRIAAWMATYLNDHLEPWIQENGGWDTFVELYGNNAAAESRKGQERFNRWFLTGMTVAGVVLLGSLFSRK
GSH bead fluor: compound fluorescence on glutathione beads, profiling panel, artefact control, biophysical, 488/530 nm, flow cytometry; GSH beads flow cytometry, compound fluorescence 488/530 nm; stronger effect = higher value; fluorescence (KMESF) at 10 µM; actives 0.25% (n = 190,000); AID 1776, 2009; in the data active = fluorescence above about 89;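 also: glutathione beads carrying GST-tagged Bcl family fusion proteins plus one bare bead set; values are compound well signal with DMSO vehicle wells as background; inactives centre near 16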
RGS8-Gao: RGS8-Galphao binding modulators, primary screen, biochemical, multiplexed bead flow cytometry; actives lie on both sides; AID 1423, 2008; Guanine nucleotide-binding protein G(o) subunit alpha (Homo sapiens), P09471; response (percent of control binding), % at 10 µM; actives 0.34% (n = 220,000); in the data active = response below about 60% or above about 140%; inactive = in between;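 also: Galphao activated as the GDP aluminium fluoride complex binding bead-coupled RGS8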
Mcl1 Bid PPI: Mcl-1/Bid binding inhibitors, primary screen, biochemical, TR-FRET, 1536-well. inhibition, % at 21.7 µM. Induced myeloid leukemia cell differentiation protein Mcl-1 (Homo sapiens), Q07820. actives 0.97% (n = 220,000). AID 1021, 2008. TR-FRET Mcl-1/Bid-Dy647 peptide binding;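 active = compounds that cut the binding signal by more than half at the single screening dose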;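 also: His-tagged Mcl-1 with europium anti-His antibody binding Bid BH3 peptide; 0% = Mcl-1 plus peptide wells and 100% = peptide-only wells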
Mcl-1 Bim block: inhibitors of Bim peptide binding to Mcl-1, primary screen, biochemical, bead-based flow cytometry, multiplex; Induced myeloid leukemia cell differentiation protein Mcl-1 (Homo sapiens), Q07820; Bim peptide-Mcl-1 binding; inhibition, % at 10 µM; actives 0.1% (n = 190,000); AID 1009, 2008;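 also: 0% = no compound tracer wells and 100% = peptide blocker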
* hit, by the source's call; ? = inconclusive; · = no result given. Rule as the data show it, unless noted: active = inhibition above about 40%.

SMILES	Bim-Bcl-B	Bfl-1 Bim block	RGS4-Gao reg	Bcl-2 Bim block	Bim-Bcl-W	RGS7-Gao reg	Bim-Bcl-XL	GSH bead fluor	RGS8-Gao	Mcl1 Bid PPI	Mcl-1 Bim block
Cc1ccnc(NS(=O)(=O)c2ccc(NC(=O)Cc3cccs3)cc2)n1	-6.0	-13.0	105.4	-8.0	-1.0	101.3	-5.0	29	101.7	-7.5	2.0
O=C(O)c1cc(NCc2c(F)cccc2Cl)ccc1N1CCOCC1	-7.0	-11.0	100.7	-10.0	-8.0	100.7	-8.0	37	103.8	-8.6	-4.0
CCOC(=O)c1cc(NC(=O)N(CC)C2CCCCC2)c(C)nc1C	-8.0	-15.0	100.3	-8.0	-2.0	98.5	-6.0	34	105.9	-13.9	-1.0
O=C(CNC(=O)C12CC3CC(CC(C3)C1)C2)OCc1cc(=O)n2cc(Br)ccc2n1	-8.0	-6.0	97.7	-8.0	-3.0	?	-7.0	17	100.3	-46.2	-2.0
COc1ccc(C(=O)NC2(C(F)(F)F)C(=O)Nc3c2c(=O)[nH]c(=O)n3CCc2ccc(OC)c(OC)c2)cc1 (stereo not drawn)	-1.0	0.0	100.1	-2.0	0.0	98.6	0.0	11	99.7	2.0	0.0
CCOc1ccc(-c2ccc(/C=C3/C(=N)N4C(C)=CSC4=NC3=O)o2)c([N+](=O)[O-])c1	-4.0	-9.0	99.6	1.0	0.0	98.4	-4.0	6	100.0	68.2*	0.0
CCOc1ccc2c(c1)nc(SCC(=O)c1cccs1)n2C	-10.0	-6.0	99.7	-3.0	-2.0	101.7	-2.0	22	100.8	-38.9	-4.0
O=C(CSc1nc2c(c(=O)[nH]1)CCC2)Nc1cccc(Cl)c1	1.0	0.0	100.6	-3.0	3.0	99.8	-1.0	23	97.6	-39.6	-1.0
CCN(CC)C(=O)COc1ccc(-c2ccccc2)cc1	1.0	-1.0	100.0	-1.0	-3.0	102.9	-2.0	26	101.9	-36.0	3.0
CCOc1ccc(CNC(=O)CCc2cn(C)c3ccccc23)cc1OC	2.0	4.0	101.5	-2.0	3.0	?	2.0	10	105.9	-21.4	-3.0
O=C(Nc1cccc(C(F)(F)F)c1)c1cccc(NS(=O)(=O)c2ccc(Br)c(C(=O)O)c2)c1	-2.0	-6.0	101.2	0.0	1.0	102.6	-4.0	12	99.9	1.2	0.0
COCCn1c(SCc2csc(-c3ccccc3)n2)nc2ccccc21	-8.0	-18.0	99.5	-13.0	-2.0	102.5	-7.0	22	98.6	-5.8	-3.0
O=C(NCCNC(=O)c1ccco1)c1ccc(F)cc1	-7.0	-8.0	97.1	-10.0	-3.0	101.2	-4.0	17	105.0	-17.7	-2.0
Cn1c(N)c(C(=O)CSc2ccc3c(c2)OCCO3)c(=O)n(C)c1=O	-3.0	-5.0	97.1	0.0	-2.0	98.6	-3.0	26	98.7	-20.1	-1.0
CCc1ccc(N2C(=O)c3ccc4c5c(ccc(c35)C2=O)CC4)cc1	8.0	2.0	97.0	6.0	0.0	99.2	-3.0	19	99.3	18.5	-1.0
CC(=O)c1ccc(O)c(CSc2nncn2C)c1	-2.0	-6.0	99.9	-2.0	-2.0	98.8	-4.0	10	101.1	-28.5	1.0
CCCC(=O)N(Cc1cc2cccc(C)c2[nH]c1=O)c1ccccc1OC	-7.0	-9.0	104.8	-2.0	3.0	101.5	3.0	25	102.2	-1.4	1.0
O=C(Nc1ccccc1)OCCNC(=O)c1ccccc1	-8.0	-11.0	104.8	-8.0	2.0	100.3	-20.0	54	103.2	-5.5	-3.0
Cc1cc(C)nc(NS(=O)(=O)c2ccc(NC(=S)NC(=O)c3cccnc3)cc2)n1	1.0	0.0	98.2	-2.0	-1.0	94.3	-4.0	20	83.8	-46.4	0.0
O=C(NN1C(=O)c2ccccc2NC1c1ccoc1)c1ccccc1 (stereo not drawn)	-1.0	-1.0	99.0	0.0	-1.0	107.7	-5.0	17	100.4	-8.0	1.0
N#Cc1c(N)sc(=S)c2c1CCCC2	-15.0	5.0	106.9	3.0	0.0	106.7	0.0	27	98.9	-8.0	1.0
CNc1ccc(SC#N)cc1	-4.0	0.0	99.4	0.0	2.0	105.2	-3.0	15	102.0	-67.4	0.0
C=C(C)C1CC=C(C)/C(=N/NC(=O)COc2cccc(C)c2)C1 (stereo not drawn)	0.0	0.0	98.6	-4.0	0.0	99.5	0.0	15	101.3	1.2	-1.0
Nc1c(-c2ccsc2)cnc2ncnn12	-8.0	-13.0	105.3	-7.0	-4.0	103.6	-2.0	11	104.4	-21.5	-2.0
C=CCn1c(SCC(=O)O)nnc1-c1ccccc1	·	·	96.3	?	·	97.5	·	26	84.8	15.9	·
O=C(O)CCC(=O)NCc1ccc(F)cc1	-3.0	-3.0	91.4	-3.0	1.0	101.9	-6.0	39	98.8	5.8	0.0
CCOC(=O)C1=C(CSc2nc3ccccc3s2)NC(=O)NC1c1ccc(OC)cc1 (stereo not drawn)	-13.0	-16.0	102.6	-11.0	-2.0	101.8	-10.0	34	101.2	-16.8	-3.0
COC(=O)c1ccccc1NC(=O)C1CCN(C(=O)c2cc(OC)cc(OC)c2)CC1	-1.0	-5.0	92.4	-5.0	-3.0	97.1	-5.0	51	99.8	5.3	-4.0
CCCCC(=O)N1CC2(C)CN(C(=O)CCCC)CC(C)(C1)C2=O	-11.0	-12.0	103.6	-9.0	-4.0	107.9	-3.0	41	102.4	1.7	-4.0
O=C1C(Cc2ccc(Br)cc2)SC(=Nc2ccccc2)N1c1ccccc1 (stereo not drawn)	-9.0	0.0	104.9	-7.0	-7.0	97.8	-8.0	12	79.7	-11.3	-4.0
O=S(=O)(c1ccc2nc(-c3ccccc3)[nH]c2c1)N1CCN(c2ccc(Cl)cc2)CC1	-9.0	0.0	102.4	-2.0	-4.0	101.0	0.0	25	104.4	-8.9	-5.0
CCOc1ccccc1NC(=O)Cn1cnc2c(nnn2-c2cccc(OC)c2)c1=O	-9.0	-9.0	99.5	-4.0	-4.0	96.5	-7.0	12	100.1	-13.2	-1.0
COc1ccc(C2/C(=C(/O)c3ccccc3)C(=O)C(=O)N2CCO)cc1 (stereo not drawn)	-7.0	-14.0	98.7	-7.0	0.0	95.5	-5.0	35	101.4	10.2	-2.0
CCS(=O)(=O)Nc1c(C(=O)O)[nH]c2ccccc12	0.0	0.0	103.7	2.0	0.0	104.4	-1.0	12	104.4	-17.7	-4.0
c1ccc(CNn2nnnc2-c2ccccc2)cc1	-15.0	-17.0	96.8	-15.0	-2.0	100.2	-22.0	33	96.2	-6.5	-4.0
Oc1ccc(Cl)cc1C1=NNC(c2ccc(Cl)cc2)C1 (stereo not drawn)	-8.0	-14.0	99.1	-3.0	-4.0	96.8	-8.0	19	101.4	-112.7	-11.0
Cn1cccc1/C=C1\SC(=O)N(c2ccc(O)cc2)C1=O	-7.0	-1.0	104.3	0.0	-4.0	105.6	-6.0	6	99.2	-49.4	-4.0
O=S(=O)(Nc1cccnc1)c1ccc(Cl)c(C(F)(F)F)c1	-11.0	-14.0	101.5	-13.0	-1.0	100.6	-5.0	31	100.0	17.6	-1.0
CCOC(=O)C1CCCN(C(=O)c2ccccc2[N+](=O)[O-])C1 (stereo not drawn)	0.0	-2.0	98.3	1.0	0.0	98.3	0.0	21	101.3	-17.8	0.0
CCN(CC)C(=O)CSc1nc2ncc(Cl)cc2[nH]1	-5.0	-10.0	99.8	-7.0	0.0	98.3	-2.0	37	100.8	1.1	-1.0
CCOC(=O)c1cnc2c(C(=O)OC)cccc2c1NCCN1CCOCC1	-11.0	-14.0	97.0	-8.0	0.0	100.0	-7.0	34	100.9	-20.9	-2.0
CC(=O)N1CCCN(Cc2cn(-c3ccc(C)cc3)nc2-c2cccc(C)c2)CC1	0.0	-5.0	98.0	-4.0	-4.0	98.8	-1.0	12	97.8	-34.4	-9.0
CCN(CC)C(=O)Cn1c(=O)n(-c2ccc(CC(=O)NCc3ccccc3)cc2)c(=O)c2sccc21	-4.0	-5.0	101.8	-1.0	-2.0	94.2	0.0	14	102.2	-2.6	0.0
CN1C(=O)NC(c2ccccc2)C2=C1CN(Cc1ccco1)C2=O (stereo not drawn)	-9.0	-13.0	101.9	-7.0	-6.0	98.7	-12.0	14	102.1	-12.6	-7.0
CCOC(=O)N1CCC(N2CCN(c3cc(C)ccc3C)CC2)CC1	0.0	-3.0	89.1	-4.0	0.0	96.2	0.0	9	101.6	-16.2	0.0
CCC(=O)N(C1=C(NC(C)C)C(=O)c2ccccc2C1=O)C(C)C	-4.0	-4.0	100.0	0.0	2.0	94.0	-2.0	9	97.5	-16.8	2.0
N#Cc1c(N2CCCCC2)nc(N2CCCCC2)c2c1CCN(Cc1ccccc1)C2	-1.0	0.0	102.0	0.0	-3.0	101.8	-1.0	14	103.0	-42.3	-4.0
COc1ccc(S(=O)(=O)Nc2ccc(N(C)C(C)=O)cc2)cc1	-11.0	-15.0	100.9	-8.0	-2.0	98.8	-12.0	34	101.0	-10.6	-5.0
Cc1nc(CC(=O)Nc2nc(C(C)(C)C)cs2)cs1	-12.0	-22.0	100.4	-9.0	-7.0	97.1	-12.0	22	100.4	8.3	-7.0
COc1ccccc1Oc1ccc(NC(=O)c2ccccc2)cc1	-7.0	-8.0	93.1	-4.0	-2.0	96.9	-6.0	21	96.9	6.2	-3.0
Cc1nc(=O)c(-c2ccccc2)c(C)n1CC1CCCO1 (stereo not drawn)	4.0	6.0	102.5	0.0	3.0	101.6	3.0	62	108.4	3.0	18.0
O=C(CN1CCC(c2nc3ccccc3s2)CC1)NCc1ccccc1	-5.0	5.0	105.1	2.0	0.0	110.3	-4.0	12	120.3	-18.7	-4.0
Cc1ccc(CNC(=O)COc2ccccc2-c2ccccc2)cc1	-7.0	-3.0	103.4	-4.0	-3.0	102.6	-4.0	8	95.7	-9.2	-4.0

Outcome played no part in choosing rows; any-hit rate near 1.8%.
